Pf growth 48h: inhibits P. falciparum growth in the first generation, 48 h. hit rate 5.9% among 310,000. P. falciparum luciferase growth in erythrocytes, 48 h. Potency, µM (highest dose often 28.7 µM), for inactives: at the top dose activity change, negative = inhibition, actives largely listed as inhibitors; note: potency is the fitted concentration of half-maximal effect; % is set by controls: 0 for no effect and ±100 for the full control effect
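Parasite viability was followed by luminescence of a genomically integrated firefly luciferase. Cultures held 0.1% parasitemia at 2% hematocrit (final), incubated under 5% CO2 at 37 C.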
Pf growth 96h: P. falciparum growth inhibition at 96 hours; P. falciparum luciferase reporter growth, 96 h; Potency, µM (doses to about 28.7 µM), for inactives: top-dose activity change, negative = inhibition, hits mostly inhibitors; hit rate 6.9% among 320,000; note: potency is the fitted concentration of half-maximal effect; % is set by controls: 0 for no effect and ±100 for the full control effect
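Two parasite generations (96 h, 37 C, 5% CO2) of compound exposure in infected erythrocytes (0.05% parasitemia, 2% hematocrit). Luciferase-reporter P. falciparum; decreased luminescence indicates inhibited growth, aimed at apicoplast-acting delayed death.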
AMA1 RON2 block: AMA1-RON2 (P. falciparum) interaction inhibition | AlphaScreen AMA1-biotinylated RON2 peptide binding | Potency, µM (highest dose often 58.2 µM), inactives show top-dose activity change, negative = inhibition, actives largely listed as inhibitors | hit rate 0.2% among 360,000;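 note: potency is the fitted concentration of half-maximal effect; 0% = vehicle wells and -100% = peptide control; nearly all actives have a fitted effect of over 45% in size; some results filed as inactive show a strong effect at the top dose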
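AMA1 (3D7) with his tag at 25 nM final met compounds first, then biotinylated RON2 peptide at 25 nM; detection used donor plus acceptor beads, 10 µg/mL apiece, read by AlphaScreen after 30 min at room temperature.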
Shiga toxin inh: blocks Shiga toxin action in Vero cells | hit rate 9.2% among 290,000 | inhibition, % at 38.7 µM | AID 2315 | Vero cells, Shiga toxin protein synthesis inhibition reporter; in the data active = inhibition mostly above about 28%, no sharp cut-off; inactive = mostly below about 43%; note: 0% is about no effect
LmPK inhibitor: inhibitors of Leishmania mexicana pyruvate kinase. Potency, µM (titrated, usually from 57.5 µM), for the others: top-dose activity change, negative = inhibition, actives largely listed as inhibitors. hit rate 0.37% among 290,000. Q27686. AID 1721. purified LmPK, Kinase-Glo ATP luminescence, 1 h; note: potency is the fitted concentration of half-maximal effect; % is set by controls: 0 for no effect and ±100 for the full control effect
Target sequence (Q27686 whole entry, looked up): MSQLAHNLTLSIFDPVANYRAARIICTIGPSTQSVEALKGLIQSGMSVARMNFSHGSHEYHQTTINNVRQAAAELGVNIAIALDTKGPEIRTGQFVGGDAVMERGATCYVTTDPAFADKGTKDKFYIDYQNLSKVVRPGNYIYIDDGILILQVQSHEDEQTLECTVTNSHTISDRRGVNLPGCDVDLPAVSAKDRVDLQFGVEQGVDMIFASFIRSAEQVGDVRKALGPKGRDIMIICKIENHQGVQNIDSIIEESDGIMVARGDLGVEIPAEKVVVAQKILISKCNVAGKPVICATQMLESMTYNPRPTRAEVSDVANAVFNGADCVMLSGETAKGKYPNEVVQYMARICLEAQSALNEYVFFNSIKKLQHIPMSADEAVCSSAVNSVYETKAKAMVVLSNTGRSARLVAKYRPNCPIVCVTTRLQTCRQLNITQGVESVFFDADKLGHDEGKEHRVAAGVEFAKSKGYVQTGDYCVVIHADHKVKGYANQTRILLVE
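ATP generated from ADP (0.1 mM) and PEP (0.5 mM) by 0.1 nM LmPK over 1 h at room temperature (pH 7.2 imidazole buffer) was detected by coupled luciferase luminescence. Values were normalized to uninhibited and no-enzyme wells.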
CHX counter: counter-screen for Shiga toxin inhibitors: cycloheximide protein synthesis inhibition | cell reporter, cycloheximide protein synthesis inhibition counterscreen | max response, % | hit rate 12% among 300,000; in the data active = max response mostly above about 13%, no sharp cut-off; inactive = mostly below about 14%; note: read at 38.3 µM for the half of the compounds with a filed dose; 0% is about no effect
Tb PYK inh: inhibitors of Trypanosoma brucei pyruvate kinase | AID 624173 | Q57TT1 | TbPYK enzyme, Kinase-Glo Plus ATP luminescence, 45 min | hit rate 0.12% among 410,000 | Potency, µM (highest dose often 76.8 µM), without a hit: at the top dose activity, negative = inhibition, actives largely listed as inhibitors; note: potency is the fitted concentration of half-maximal effect; % is set by controls: 0 for no effect and ±100 for the full control effect; nearly all actives have a fitted effect of over 50% in size
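TbPYK + substrate in 50 mM TEA pH 7.2, 100 mM KCl, 10 mM MgCl2, 0.05% BSA, 0.01% Tween-20; cpd pinned; ADP 130 uM final; 45 min RT; Kinase-Glo Plus 10 min; luminescence endpoint.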
* hit, by the source's call; u = inconclusive; x = not tested or not shown; & = joins results of further samples; [ ] = another dose, or the depositor's remark. Unless noted, calls come from the whole dose curve; as a rule, active = well fitted curve in the direction sought with a large enough effect; inconclusive = small, poorly fitted or top-dose-only effect, or another doubt; inactive = no such curve, though single readings can be large; an effect the other way counts as inactive or inconclusive.

Start of the data: the first 2 records, to show the layout:
Second line of a record – Pf growth 48h	Pf growth 96h	AMA1 RON2 block	Shiga toxin inh	LmPK inhibitor	CHX counter	Tb PYK inh
> COc1ccc(OCCNS(=O)(=O)Cc2ccccc2)cc1
    -11%	u	-8%	-16	4%	-4	-5%
> CC(C)CCC(CCN1CCOCC1)c1ccc2c(c1)OCO2 (configuration not stated)
    19%	-2%[5.75 µM]	u	-11	-1%	-2	22%

Results (from the top)
Second line of a record – Pf growth 48h	Pf growth 96h	AMA1 RON2 block	Shiga toxin inh	LmPK inhibitor	CHX counter	Tb PYK inh
> COc1ccc(OCCNS(=O)(=O)Cc2ccccc2)cc1
    -11%	u	-8%	-16	4%	-4	-5%
> CC(C)CCC(CCN1CCOCC1)c1ccc2c(c1)OCO2 (configuration not stated)
    19%	-2%[5.75 µM]	u	-11	-1%	-2	22%
> Cc1ccc(C)c(C(=O)Nc2c(C(N)=O)oc3ccccc23)c1
    x	u	-3%	-10	9%	-8	-5%
> COc1ccc2cc(C(=O)Nc3ccc(S(N)(=O)=O)cc3)sc(=O)c2c1OC
    12%	8%	3%	-11	3%	-2	2%
> Cc1nc(/C(N)=N/OC(=O)Cc2ccccc2)no1
    51%[activator]	u	-5%	17	0%	16	2%
> CC(C)CCNC1=CC(=O)CC(c2ccccc2)C1 (configuration not stated)
    -30%	-9%	12%	11	2%	5	-2%
> CCc1nc(Nc2ccc(NC(C)=O)cc2)c2oc3ccccc3c2n1
    -4%	-17%	3%	-3	0%	-3	3%
> CCOc1ccc(NC2CCCCC2NS(=O)(=O)c2ccccc2)cc1 (configuration not stated)
    7%	28%	-18%	2	-2%	9	-14%
> Cn1cnc([N+](=O)[O-])c1N=C(N)N
    4%	9%	13%	3	-1%	-1	-2%
> Cc1ccc(-n2[nH]c(C)c(C=Nc3ccc4[nH]c(=O)[nH]c4c3)c2=O)cc1
    10%	0%	-19%	-12	-3%	-3	-7%
> NC(=O)CN1C(=O)C(=O)N(Cc2cccc(Cl)c2)C1=O
    0%	10%	-4%	12	1%	1	-7%
> Cc1nn(C(C)C(=O)NCCc2ccccc2)c(=O)c2cc3occc3n12 (configuration not stated)
    13%	u	-2%	14	0%	11	-2%
> CC(C)(C)c1ccc(OCc2ccc(C(=O)N/N=C3\CC4CC=CC34)cc2)cc1 (configuration not stated)
    10%	-16%	57%[activator]	17	2%	17*	5%
> COC(=O)c1cn(CC(=O)NC2CCCCCC2)c2ccccc12
    12%	31%[activator]	3%	10	2%	-3	-1%
> Nc1nc(-c2ccccc2)c(C(=O)Nc2ccccc2)s1
    -2%	25%	11%	-9	1%	0	6%
> Cn1c(=O)c(C(=S)NC(=O)C2CC2)c(N)n(Cc2ccccc2)c1=O
    9.3µM*	31%[activator]	x	-11	5%	-3	x
> Cc1c(C(=O)O)sc2nc(SCC(=O)Nc3ccc(S(=O)(=O)NC(C)(C)C)cc3)[nH]c(=O)c12
    40%[activator]	10%	-3%	-5	0%[11.5 µM]	-2	-11%
> Cc1ccc(N=C2NC(=O)/C(=C\c3ccc(C)s3)S2)cc1
    u	1.7µM*	-14%	7	-2%	0	-4%
> Cc1ccc(CNC(=O)CCCNS(=O)(=O)c2cccc3nonc23)cc1
    5%	4%	-4%	14	-9%	5	4%
> O=C(Nc1ccc(OC(F)(F)F)cc1)c1cnccn1
    192%[activator]	u	4%	101*	-7%	55*	1%
> O=S(=O)(Nc1cccnc1)c1ccc(Cl)c(C(F)(F)F)c1
    -7%	8%	-15%	-2	7%	2	6%
> CCN(CCn1cccn1)C(=O)CC1C(=O)NCCN1Cc1ccc(OC)c(OC)c1 (configuration not stated)
    6%	2%	20%	-26	-3%	7	-3%
> Cc1ccccc1NC(=O)CC1SC(=NC2CCCCC2)NC1=O (configuration not stated)
    -5%	0%	5%	-3	-1%	-2	5%
> COc1ccc(S(=O)(=O)Nc2cc3c4c(c2)C(C)C(=O)N4CCC3)cc1OC (configuration not stated)
    -8%	-16%	-4%	x	x	x	-1%
> O=C(Oc1ccc(NC2=C(Cl)C(=O)c3ccccc3C2=O)cc1)c1ccc([N+](=O)[O-])cc1
    17%	31%[activator]	-12%	-3	-5%	18*	-8%
> Cn1c(=O)[nH]c(=O)c2c1nc(Br)n2CCSc1nnnn1-c1ccccc1
    6%	0%	1%	-16	6%	1	-8%
> CCN(CC)CCN1C(=O)c2oc3ccccc3c(=O)c2C1c1cccc(Br)c1 (configuration not stated)
    u	0.93µM*	14%	25	3%	-3	5%
> Cc1cccc(C)c1NC(=O)N1CCCCCCC1
    14%	-16%	-14%	-3	-2%[11.5 µM]	6	4%
> CC(OC(=O)c1ccccc1Nc1ccc(SC(F)F)cc1)C(N)=O (configuration not stated)
    -12%	42%[activator]	0%	-5	-1%	-1	-8%
> CC(=O)Nc1ccc(S(=O)(=O)NC(CC(=O)NC2CCCCC2C)C(C)C)cc1 (configuration not stated)
    -14%	-15%	10%	-12	0%	-1	1%
> COc1ccc(S(=O)(=O)N2CCC(C(=O)NCCOc3ccccc3F)CC2)cc1OC
    u	u	-2%[11.6 µM]	x	x	x	-2%
> O=C(CN1C(=O)COc2ccccc21)NCCN1CCC(Cc2ccccc2)CC1
    x	u	-4%	-30	-4%	-5	0%
> CC(C)NC(=O)CSCc1cccc(Br)c1
    x	32%[activator]	6%	-10	-3%	2	-1%
> CCC/C=N/NC(=O)c1cccc(Br)c1
    u	u	5%	-6	4%	9	-1%
> Cc1ccc(NC(=O)CN2C(=O)C3CC=CCC3C2=O)cc1S(=O)(=O)N1CCOCC1 (configuration not stated)
    -3%	-21%	-3%	2	4%	6	0%
> CC(C)OCCCNC(=O)NC12CC3CC(CC(C3)C1)C2
    -1%	4%	7%	15	0%	13*	3%
> COCCNC(=O)c1ccc(-c2csc(C)n2)cc1
    239%[activator]	-1%	-2%	89*	1%[11.5 µM]	23*	-5%
> CC1=NNC(=O)C1CCC(=O)N/N=C/c1c(Cl)cccc1Cl (configuration not stated)
    -18%	u	-12%	-14	1%	-1	6%
> COc1nc(N)nc(NC23CC4CC(CC(C4)C2)C3)n1
    u	17%	-8%	21*	-3%	15*	1%
> NS(=O)(=O)c1cc2c(cc1Cl)N[C@@H](C(Cl)Cl)NS2(=O)=O
    -22%[12.8 µM]	u	x	x	x	x	3%[33.2 µM]
> COc1ccc(OC)c(-n2c(-c3cc(-c4ccc(F)cc4)n[nH]3)n[nH]c2=S)c1
    u	66%[activator]	74%[activator]	-9	14µM*	-9	u
> Cc1cc(C)cc(-n2nnc(C(=O)NCc3ccccc3Cl)c2N)c1
    3%	51%[activator]	7%	-12	12%	-1	-12%
> CCN(CC(=O)NC(C)(C)C)Cc1nc2c(Br)cc(Br)cc2c(=O)[nH]1
    12µM*	9.3µM*	77%[activator]	-8	8%	-3	-3%
> CCOc1cc(/C=N/NC(=O)C(OC)c2ccccc2)ccc1O (configuration not stated)
    -10%	63%	24%	-6	-3%	-2	-2%
> O=C(CCC(=O)c1ccccc1)NCCc1c[nH]c2ccccc12
    11%	-10%	-29%	-12	-4%	-1	5%
> CCC(C(=O)OCC(=O)Nc1ccc(C(N)=O)cc1)c1ccccc1 (configuration not stated)
    17%	3%	3%	19	-6%	-1	-2%
> COc1ccc(CCNC(=O)C2CCCN2S(=O)(=O)c2ccc(F)cc2)cc1OC (configuration not stated)
    3%	u	-5%	-12	-5%	-2	2%
> COc1ccc(OC)c(-c2cc(C(=O)NCCN3CCOCC3)no2)c1
    27%	u	-3%	-15	-7%	-4	-3%
> Cc1nn(C(C)(C)C)c(OC(=O)c2cccs2)c1S(=O)(=O)c1ccccc1
    1%	x	-3%	-2	3%	-2	-13%
> c1ccc(CC(NCc2ccco2)c2ccccc2)cc1 (configuration not stated)
    2%	u	-13%	15	-4%	7	-11%
> CCOCCCN1C(=O)C2C(C(=O)Nc3ccc(OCC)cc3)C3C=CC2(O3)C1C(=O)NC1CCCCC1 (configuration not stated)
    u	u	7%	-7	-6%	-3	-7%
> COc1ccc(OC)c(/C=C/C(=O)OCC(=O)Nc2ccc3c(c2)OCCO3)c1
    7%	40%[activator]	5%	-11	5%	4	-6%
> CC(C)(C)OC(=O)NCc1ccc(CNC(=O)c2nc[nH]c2C(=O)NCc2ccccc2)cc1
    10µM*	2.9µM*	172%[activator]	x	x	x	2%
> COc1cc(C(=O)N/N=C/c2ccc(OC(=O)c3ccccc3)c(OC)c2)ccc1O
    -5%	9.3µM*	-22%	-4	6%	6	-9%
> Nc1c(N(CCC2=CCCCC2)C(=O)Cc2ccc(F)cc2)c(=O)[nH]c(=O)n1Cc1ccccc1
    9.3µM*	u	14%	x	x	x	-4%
> CO/N=C/c1ccc(N2CCN(C(=O)c3cccc(C(F)(F)F)c3)CC2)c([N+](=O)[O-])c1
    u	u	u	-9	0%	0	-9%
> COc1ccc(C2=NN(C(=O)c3ccc(Cl)c([N+](=O)[O-])c3)C(c3ccccc3)C2)cc1 (configuration not stated)
    -14%	-8%	-4%	-11	-1%	-4	7%
> Cn1c(N)c(Br)c(-c2ccc(F)cc2)c(C#N)c1=O
    u	u	-2%	-12	-7%	-2	-4%
> O=C(CCCCCCCCN1C(=O)c2ccccc2C1=O)N1CCOCC1
    u	u	0%	14	1%	5	3%
> CC1CCN(CC(O)COCCOc2ccc(Br)cc2)CC1 (configuration not stated)
    u	u	1%	-7	4%	-4	-1%

Other compounds follow.
Second line of a record – Pf growth 48h	Pf growth 96h	AMA1 RON2 block	Shiga toxin inh	LmPK inhibitor	CHX counter	Tb PYK inh
> Cc1cc(C(=O)Nc2ccc3c(c2)OCCO3)nn1C(C)(C)C
    169%[activator]	78%[activator]	2%	140*	5%	79*	2%
> CN(c1nnc(N)s1)C1CCCCC1
    16%	2%	-3%	-8	0%	-1	-11%
> CC(Nc1ccc(Br)cc1)C(=O)Nc1cccc(S(=O)(=O)N2CCOCC2)c1 (configuration not stated)
    u	69%[activator]	-4%	x	x	x	7%
> CC/C(C)=N/N1C(=O)c2ccccc2NC1(C)CC (configuration not stated)
    5%	21%	-19%	77*	1%	30*	-2%
> COc1ccc(OC)c(/C=C/C(=O)N(C)CC(=O)Nc2ccc(C)cc2)c1
    10%	7%	-2%	10	6%	-2	2%
> COCc1c(C(=O)NC(C)c2ccc(S(N)(=O)=O)cc2)oc2ccccc12 (configuration not stated)
    11%	4%	-1%	-8	1%	-4	-9%
> COc1ccc(C(=O)Nc2ccc(Cc3ccncc3)cc2)cc1Br
    -10%	-3%	-7%	21	6%	-1	2%
> CCCC[n+]1c2ccccc2cc2ccccc21
    u	0%	0%	-5	0%	3	-18%
> CCSCCOC(=O)C1=C(C)N(C)C(=O)NC1c1cc(OC)ccc1OC (configuration not stated)
    u	-17%	-7%	-9	4%	-4	-14%
> NC(=O)N1c2ccccc2C=Cc2ccccc21
    u	u	8%&8%	-10	-3%	-3	-1%&-1%&2%
> Cc1cc(C(=O)OCC(=O)Nc2nccs2)c2ccccc2n1
    9%	20%	31%	-1	-2%	-4	-26%
> COc1cc(C(=O)OCC(=O)N2CCN(C(C)=O)CC2)ccc1OCC(C)C
    10%	7%	6%	x	x	x	5%

Bioassay records deposited in PubChem by National Center for Advancing Translational Sciences (NCATS).
